Bioassay records as filed in PubChem.
KAT2A inh: blocks human GCN5L2 histone acetyltransferase; Q92830; GCN5L2 HAT assay, ThioGlo1 CoA-SH fluorescence; Potency, µM (series often up to 58.9 µM), inactives show at the highest dose activity change, negative = inhibition, hits mostly inhibitors; actives 0.21% (n = 390,000); AID 504327
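Preincubate 20nM GCN5L2 with compound 15 min, RT → add 50uM ThioGlo1 + 75uM H3(1-25) + 70uM acetyl-CoA → read fluorescence 0 and 20 min. Primary qHTS; fluorescent artifacts likely.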
FEN1 inh: human FEN1 inhibition; P39748; Recombinant FEN1 flap cleavage, fluorescence, 15 min; Potency, µM (titrated, usually from 114 µM), for inactives: top-dose activity change, negative = inhibition, usual class: inhibitors; actives 0.35% (n = 390,000); AID 588795; further: nearly all actives have a fitted effect of over 65% in size
Target sequence (P39748 whole entry, looked up): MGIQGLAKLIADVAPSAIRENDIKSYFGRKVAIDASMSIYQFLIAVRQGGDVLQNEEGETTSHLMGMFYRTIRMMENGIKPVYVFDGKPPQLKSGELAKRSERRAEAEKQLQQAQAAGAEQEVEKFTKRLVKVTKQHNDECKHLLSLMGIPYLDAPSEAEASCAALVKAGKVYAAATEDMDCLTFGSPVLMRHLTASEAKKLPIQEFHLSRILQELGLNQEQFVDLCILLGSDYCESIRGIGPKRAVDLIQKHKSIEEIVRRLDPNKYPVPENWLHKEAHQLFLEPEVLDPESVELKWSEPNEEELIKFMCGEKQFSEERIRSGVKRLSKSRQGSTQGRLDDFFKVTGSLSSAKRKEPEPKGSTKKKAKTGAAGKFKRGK
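In this screen, 50 nM flap DNA substrate was added to 10 nM FEN1 pretreated with compound for 15 min at room temperature; cleavage was followed with reads at 0 and 15 min, and Hill fitting gave concentration–response parameters.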
N370S GC mod: N370S glucocerebrosidase modulation, Gaucher chaperone candidate | P04062 | N370S GC spleen homogenate, 4MU-glucoside fluorescence | Potency, µM (top dose mostly 59.4 µM), for the others: at the highest dose activity change, negative = inhibition, actives largely listed as inhibitors | actives 0.092% (n = 330,000) | AID 2101;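 further: 0% = full enzyme activity and -100% = no enzyme basal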
* marks the source's active call; other numbers are inactive results; u = inconclusive; x = not tested or not shown; [ ] = another dose, or the depositor's remark. The call rests on the fitted dose curve; in most records, active means well fitted curve in the direction sought with a large enough effect; inconclusive means small, poorly fitted or top-dose-only effect, or another doubt; inactive means no such curve, though single readings can be large; an effect the other way counts as inactive or inconclusive. Unless noted, on the % scale 0 is the no-effect control and ±100 the full control effect; potency means the concentration at half of the fitted maximal effect. Some of the compounds tested; count on the stated rates, not on these rows.

KAT2A inh | FEN1 inh | molecule | N370S GC mod
-5% | 17% | COc1ccc(C)cc1NCc1nnc2n1CCCCC2 | x
8% | 1% | Cc1ccc(C)c(NS(=O)(=O)c2cc(C(=O)N3CCc4ccccc4C3)ccc2Cl)c1 | 22%
0% | -10% | COc1ccc(C(C)=O)cc1COC(=O)c1cnc(Cl)c(Cl)c1 | 8%
-7% | -1% | Cc1ccccc1NS(=O)(=O)c1cccc(C(=O)Nc2cccc(C(=O)O)c2)c1 | 2%
1% | -10% | O=C(NCc1ccc2c(c1)OCO2)c1ccc2c(c1)OCO2 | 19%
-4% | 7% | Cc1ccc(C)c(S(=O)(=O)N2CCN(C(=O)CCNS(=O)(=O)c3ccccc3)CC2)c1 | -5%
0% | 8% | Clc1cccc(N=NN2CCOCC2)c1Cl | 1%
-6% | 15% | Cc1ccc(Nc2nnc(SCn3nnc4ccccc4c3=O)s2)cc1 | 8%
-3% | -1% | CCOC(=O)Cn1c(=O)c2c(nc(N3CCCCC3)n2Cc2ccccc2)n(C)c1=O | 8%
1% | 2% | Cc1ccccc1CSc1nnc2ccc(-c3ccncc3)nn12 | -8%
-2% | -6% | Cc1cc2c(c(SCC#N)n1)C(=O)OC2 | 1%
-7% | -2% | CC(Cc1cccs1)NC(=O)Nc1ccc(F)cc1 (stereo not given) | 0%
-8% | 18% | Nc1cc(S(=O)(=O)N2CCCCC2)ccc1N1CCOCC1 | u
-7% | -13% | COc1ccccc1-n1cnnc1SCC(=O)NC1CCCCC1 | x
1% | 19% | CCN1C(=O)CC(C(=O)Nc2ccc(OC)cc2)SC1=Nc1ccc(C)c(C)c1 (stereo not given) | x
21% | -16% | COc1ccc(CN2CCC(Oc3ccc(C(=O)NCc4ccccn4)cc3)CC2)c(F)c1 | -2%
-12% | 6% | CCOC(=O)c1c(NC(=O)COC(=O)c2ccc(O)cc2)sc(C(=O)N(C)C)c1C | 4%
-2% | 1% | Cc1cccc(NC(=O)N2C3CCCC2CC(NC(=O)C(C)(C)C)C3)c1 (stereo not given) | -11%
-8% | -8% | CCn1c(SCC(=O)NC2CC2)nnc1-c1ccncc1 | -2%
1% | 7% | Cc1c(C(=O)OCC(=O)NCC2CCCO2)oc2ccccc12 (stereo not given) | x
18µM* | -11% | O=c1oc2c(CN3CCCC3)c(O)ccc2cc1-c1ccccc1 | x
0% | 19% | CCOP(=O)(OCC)C(NC(=O)Nc1ccc(Cl)cc1)C(=O)N(CC)CC (stereo not given) | 3%
0% | 6% | Cc1ccc(C)c(CN2C(=O)CSc3ccc(C(=O)NCCN4CCOCC4)cc32)c1 | -7%
-1% | -4% | COCc1cc(C)nc2sc3c(c12)NC(c1ccc(NC(C)=O)cc1)N(c1ccc(C)cc1)C3=O (stereo not given) | x
-17% | 4% | O=C(Nc1ccc(NC(=O)c2ccccc2F)cc1)c1ccccc1F | -9%
-1% | 8% | CC12CCC(=O)N1C(C(=O)NNC(=O)c1ccc(F)cc1)CS2 (stereo not given) | 0%
-14% | -12% | CC(C)=NNc1nc2c(c(=O)n(C)c(=O)n2C)n1C | 0%
-7% | -10% | CCc1noc(C)c1C(=O)OC(C)C(=O)Nc1cc([N+](=O)[O-])ccc1OC (stereo not given) | -1%
-3% | -11% | CC(=O)c1ccc(OCC(=O)c2ccc(-c3ccccc3)cc2)cc1 | -4%
-1% | -7% | COC(=O)c1cc(OC)c(OC)c(OC)c1[N+](=O)[O-] | -3%

5 entries from above, with two lines to a compound.
Order of results: KAT2A inh | FEN1 inh | N370S GC mod
- O=c1oc2c(CN3CCCC3)c(O)ccc2cc1-c1ccccc1
→ 18µM* | -11% | x
- CCOP(=O)(OCC)C(NC(=O)Nc1ccc(Cl)cc1)C(=O)N(CC)CC (stereo not given)
→ 0% | 19% | 3%
- Cc1ccc(C)c(CN2C(=O)CSc3ccc(C(=O)NCCN4CCOCC4)cc32)c1
→ 0% | 6% | -7%
- COCc1cc(C)nc2sc3c(c12)NC(c1ccc(NC(C)=O)cc1)N(c1ccc(C)cc1)C3=O (stereo not given)
→ -1% | -4% | x
- O=C(Nc1ccc(NC(=O)c2ccccc2F)cc1)c1ccccc1F
→ -17% | 4% | -9%

The results go on:
KAT2A inh | FEN1 inh | molecule | N370S GC mod
-15% | u | O=C(O)COc1ccc(/C=N/NC(=O)c2ccc(-c3csc(Nc4ccc(Cl)cc4)n3)cc2)cc1 | -2%
-1% | -3% | O=C(NNC(=O)C1CCN(c2ncccn2)CC1)c1ccc(F)cc1 | -20%
-8% | -3% | Cc1ccccc1C(=O)NCC(=O)NNC(=O)c1cccc(Cl)c1 | x
-20% | u | COc1cc2sc(-c3ccc(S(C)(=O)=O)cc3)c(C#CCO)c2cc1OC | x
-1% | 2% | Cc1c(NC(=O)c2cccc(NC(=O)Cc3ccc(F)cc3)c2)c(=O)n(-c2ccccc2)n1C | x
-8% | -3% | O=C(O)c1cccnc1Sc1ccccc1 | 1%
-5% | -5% | COc1ccc(CNC(=O)C(OC(=O)c2cccs2)C(C)C)cc1 (stereo not given) | -14%
-11% | 0% | Cc1ccc(C(C[N+](=O)[O-])Sc2ccc(N)cc2)cc1 (stereo not given) | 4%
6%[21.4 µM] | x | C[C@@H]1[C@H]2CC[C@@H]3[C@@H]4CC=C5C[C@@H](N(C)C)CC[C@]5(C)[C@@H]4CC[C@@]32CN1C | 8%[21.6 µM]
1% | -6% | O=C(CSc1ccc(Cl)cc1)N1CCCC1 | 7%
-5% | -2% | CCN(C[C@H]1N[C@@](CC)(C(=O)OC)[C@H]2C(=O)N(C)C(=O)[C@@H]12)S(=O)(=O)c1ccccc1 | x
-20% | 1% | Cc1cc(F)ccc1S(=O)(=O)Nc1ccc2c(c1)CCCN2C(=O)c1cccs1 | x
-8% | -1% | CCOC(=O)c1c(C)nc2sc(C(N)=O)c(N)c2c1-c1ccccc1 | 20%
-2% | -13% | COc1cccc(-n2c(SC3CCOC3=O)nc3ccccc3c2=O)c1 (stereo not given) | 2%
-1% | -4% | CC(=O)Nc1ccc(S(=O)(=O)NC(CC(=O)N(C)Cc2ccccc2)C(C)C)cc1 (stereo not given) | 1%
-2% | -6% | COc1ccc(C(CNC(=O)COc2ccc([N+](=O)[O-])cc2)N2CCCCC2)cc1 (stereo not given) | 7%
42%[activator] | -7% | CCOc1ccc(NCc2ccccc2OCc2cccc(F)c2)cc1 | 1%
-12% | -17% | COc1cc(OC)c(-c2noc(C(=O)OC(C)(C)C)c2C(=O)OC(C)(C)C)c(OC)c1 | 7%
-1% | 0% | COc1ccc([N+](=O)[O-])cc1NC(=S)NC(=O)C(C)(C)C | 10%
-13% | 9% | COc1nc(-c2ccccc2)cc(-c2ccc3c(c2)OCO3)c1C#N | 5%
-4% | -4% | CCOC(=O)c1c(NC(=O)COC(=O)Cn2c(C(F)(F)F)nc3ccccc32)sc(C)c1C | 26%
u | 9% | CCN1CCSc2ccc(C(=O)NC(C)c3ccccc3)cc21 (stereo not given) | x
0% | -3% | C=CCN(Cc1cccs1)C(=O)COc1ccc2c(c1)OCO2 | x
24% | 0% | COc1ccc(C(NC(=O)/C=C/c2ccco2)c2ccc(OC)c(OC)c2)cc1OC | -3%
-1% | -1% | COc1ccc(CCNC(=O)C2CCC(CNc3c(N4CCCC4)c(=O)c3=O)CC2)cc1OC (stereo not given) | 3%
-8% | -4% | CCOc1ccccc1CNCCCSc1nnnn1C | x
-17% | -4% | CC(C)CCC(C)NC(=O)CN1C(=O)NC(C)(c2ccc3ccccc3c2)C1=O (stereo not given) | -21%
-3% | 1% | O=C(Nc1ccc(Oc2ccc(NC(=O)Nc3ccccc3Cl)cc2)cc1)Nc1ccccc1Cl | 18%
-21% | -21% | C/C(CC1CC(COCC(C)C)OC1=O)=N\Nc1nc(-c2ccccc2)cs1 (stereo not given) | -8%
-9% | -5% | CCOc1ccccc1C(=O)OCC(=O)Nc1cc(S(=O)(=O)N2CCOCC2)ccc1C | x
-5% | -6% | CC1=C(C#N)C(Nc2ccc(C)cn2)(C(F)(F)F)C(=O)N1 (stereo not given) | 8%
1% | 6% | CC(=O)c1cccc(NC(=O)Nc2c(C)nn(C)c2C)c1 | 0%
-4% | -5% | c1coc(Cn2nnnc2CN2CCN(C3CCCC3)CC2)c1 | 2%
0% | -1% | COc1cccc(NC(=O)Cc2c(C(=O)O)[nH]c3ccccc23)c1 | -26%
-7% | -26% | C=C(C)COc1ccc(-c2ncncc2-c2ccc(OC)cc2)c(O)c1 | 0%
0% | -1% | CCOC(=O)c1c(C)[nH]c(C(=O)OCC(=O)N(C)C2CCS(=O)(=O)C2)c1C (stereo not given) | 2%
1% | 2% | CCOc1cccc(OCCCCn2ccnc2)c1 | 6%
-8% | -12% | O=S(=O)(c1ccccc1)N1CCN=C1SCc1ccc(Cl)c(Cl)c1 | 7%
6% | -1% | CC(C)c1ccc(NC(=O)C2Cc3ccccc3N2C(=O)c2ccccc2)cc1 (stereo not given) | x
2% | x | CC(C)C[C@@H](C=O)NC(=O)[C@H](CC(C)C)NC(=O)[C@H](CC(C)C)NC(=O)OCc1ccccc1 | -12%

In another format: 2 of the compounds above
SMILES	KAT2A inh	FEN1 inh	N370S GC mod
CCOC(=O)c1c(C)[nH]c(C(=O)OCC(=O)N(C)C2CCS(=O)(=O)C2)c1C (stereo not given)	0%	-1%	2%
CCOc1cccc(OCCCCn2ccnc2)c1	1%	2%	6%

Following part.
KAT2A inh | FEN1 inh | molecule | N370S GC mod
-3% | -3% | CCOC(=O)N1CCN(C(=O)C2CCN(C(=O)c3ccc(C(C)(C)C)cc3)CC2)CC1 | 5%
-18% | -13% | CCCCN(CC)CCCNC(=O)c1c(C)oc2ncnc(N3CCOCC3)c12 | x
-14% | -13% | N#CC1=C2SC=C(c3ccc(Br)cc3)N2CCCC1=O | u
3% | 0% | COC(=O)C1C(C(=O)OC)C1(c1ccccc1)c1ccccc1 (stereo not given) | 7%
-20% | -4% | O=C(CN1CCOCC1)NCCNS(=O)(=O)c1ccccc1 | -15%
-5% | x | Cc1ccc(CNC(=O)CC2Nc3c4ccccc4nc(=S)n3C2=O)cc1 (stereo not given) | 9%
-3% | 9% | CCOc1cccc2sc(N(CCCN(C)C)C(=O)c3ccc(S(=O)(=O)N(C)CC4CCCO4)cc3)nc12 (stereo not given) | -10%
0% | 2% | COc1ccc(N(C(=O)CNC(=O)c2cccs2)C(C(=O)NCC2CCCO2)c2ccc(OC)c(OC)c2)cc1 (stereo not given) | -4%
-4% | 23% | CCOC(=O)c1noc2ncn(CC(=O)Nc3ccc(OC)c(Cl)c3)c(=O)c12 | x
2% | x | COc1cccc(Nc2ncc3nc(-c4ccc(F)cc4)c(=O)n(CCC#N)c3n2)c1 | -9%
-21% | 4% | COc1ccc(NC(=O)c2cc(F)c(F)cc2Cl)cc1Cl | 8%
36%[activator] | -4% | COc1ccc(-c2oc3ccc(N4CCOCC4)cc3c2/C=C/c2ccc(OC)c(OC)c2)cc1 | 27%
3% | -1% | O=C(CSc1nncs1)NC1CCCc2ccccc21 (stereo not given) | 1%
-3% | 18% | CCOC(=O)C1(Cc2ccc(Cl)cc2)CCN(Cc2ccon2)CC1 | -11%
0% | -3% | O=C(CNC(=O)c1cccs1)OCc1c(F)cccc1Cl | 6%
-8% | 9% | Cc1cc(/C=C2\C(=N)N3N=C(C(C)C)SC3=NC2=O)c(C)n1Cc1ccccc1 | -10%
-4% | 2% | NC(=S)N/N=C/c1ncc(C(F)(F)F)cc1Cl | -1%
1% | -12% | NS(=O)(=O)c1ccc(NC(=O)COC(=O)CCc2c[nH]c3ccccc23)cc1 | -9%
-12% | -14% | O=C(NCCc1ccc(Cl)cc1)c1ccc(NC2=NC3CS(=O)(=O)CC3S2)cc1 (stereo not given) | -4%
3% | 6% | O=C(CC(c1cccs1)N1Cc2ccccc2C1=O)Nc1cccc(F)c1 (stereo not given) | x

Looked up by compound from the list above, 3 records:
KAT2A inh | FEN1 inh | molecule | N370S GC mod
-3% | 18% | CCOC(=O)C1(Cc2ccc(Cl)cc2)CCN(Cc2ccon2)CC1 | -11%
36%[activator] | -4% | COc1ccc(-c2oc3ccc(N4CCOCC4)cc3c2/C=C/c2ccc(OC)c(OC)c2)cc1 | 27%
1% | -12% | NS(=O)(=O)c1ccc(NC(=O)COC(=O)CCc2c[nH]c3ccccc23)cc1 | -9%

The listing continues:
KAT2A inh | FEN1 inh | molecule | N370S GC mod
-6% | -2% | Cc1ccc(CNC(=O)c2cc(-c3ccc(C)cc3)nc3n[nH]c(-c4ccc(F)cc4)c23)cc1 | x
0% | -13% | Cc1ccc(S(=O)(=O)N2CCCCC2)cc1 | -3%
0% | 3% | O=C(O)CCNS(=O)(=O)c1ccc2ccccc2c1 | 16%
-15% | 20% | COc1ccc(S(=O)(=O)N(C)CC(=O)Nc2cccc(C(C)=O)c2)cc1 | 0%
-3% | -11% | OC(c1ccccc1)c1nc2ccccc2s1 (stereo not given) | 1%
-3% | -1% | Cc1cc(C)n2nc(SCC(=O)Nc3c(C)nn(-c4ccccc4)c3C)nc2n1 | -19%
-14% | 12% | Cc1ccc(C(=O)Nc2nc(-c3ccc(F)cc3)cs2)o1 | u
-3% | 12% | COc1ccc(-n2ncc3c(=O)n(CC(=O)OCc4ccccc4)cnc32)cc1 | 2%
-5% | -6% | COc1ccc(CC(=O)Nc2nnc(SCc3ccccc3)s2)cc1S(=O)(=O)N1CCOCC1 | 5%
